Bioassay records (PubChem)
EBI2 block: EBI2 receptor antagonists, beta-arrestin recruitment, primary screen, cell-based, luminescence, 7a,25-OHC stimulation, uHTS; G-protein coupled receptor 183 (Homo sapiens), P32249; 7a,25-OHC stimulated; inhibition, % at 5 µM; actives 0.81% (n = 360,000); AID 651636, 2012; in the data active = inhibition above about 38%;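 also: enzyme fragment complementation signal reports receptor beta-arrestin coupling in cells; 0% = agonist plus DMSO wells and 100% = wells without agonist; some results beyond the cut were filed as inactive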
Target sequence (P32249 whole entry, looked up, the tested form may be a part): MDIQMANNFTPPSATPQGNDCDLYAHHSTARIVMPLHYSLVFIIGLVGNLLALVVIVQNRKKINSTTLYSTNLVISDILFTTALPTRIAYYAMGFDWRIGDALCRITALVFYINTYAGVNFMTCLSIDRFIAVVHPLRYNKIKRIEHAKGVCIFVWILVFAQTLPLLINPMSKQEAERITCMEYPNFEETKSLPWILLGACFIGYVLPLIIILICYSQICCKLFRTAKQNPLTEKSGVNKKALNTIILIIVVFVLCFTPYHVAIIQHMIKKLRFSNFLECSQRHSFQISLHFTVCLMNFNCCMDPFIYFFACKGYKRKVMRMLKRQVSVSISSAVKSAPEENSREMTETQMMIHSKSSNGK
CXCR6 block: CXCR6 receptor inhibitors, primary screen, cell-based, beta-arrestin, luminescence, CHO-K1 PathHunter, 1536-well | C-X-C chemokine receptor type 6 (Homo sapiens), O00574 | inhibition, % at 20 µM | actives 0.36% (n = 360,000) | AID 602244, 2012; in the data active = inhibition above about 34%, passing the limit was not always enough;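 also: antagonist mode with CXCL16 agonist at 10 nM final; 0% = 10 nM CXCL16 with DMSO and 100% = unstimulated wells without agonist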
Target sequence (O00574 whole entry, looked up): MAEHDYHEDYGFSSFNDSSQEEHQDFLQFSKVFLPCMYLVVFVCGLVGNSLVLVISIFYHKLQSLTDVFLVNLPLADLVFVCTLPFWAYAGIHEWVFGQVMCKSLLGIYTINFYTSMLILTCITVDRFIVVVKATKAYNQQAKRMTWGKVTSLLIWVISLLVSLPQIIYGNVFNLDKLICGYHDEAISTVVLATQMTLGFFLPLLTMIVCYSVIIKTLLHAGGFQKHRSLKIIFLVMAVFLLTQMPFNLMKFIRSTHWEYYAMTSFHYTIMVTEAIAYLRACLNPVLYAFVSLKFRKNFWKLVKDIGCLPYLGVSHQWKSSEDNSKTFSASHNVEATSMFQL
Starred values were filed as active, the others as inactive. An excerpt; rates above refer to the full screens.

What do the screens show for `O=[N+]([O-])c1ccc(Sc2ccncn2)c([N+](=O)[O-])c1`?
EBI2 block: -79.6; CXCR6 block: -11.7

Results for COCCNC(=O)C1(C)CCCN(C(=O)c2ccc(C#N)cc2)C1 (stereo not given) ?
EBI2 block: -2.1; CXCR6 block: -2.8

How did CS(=O)(=O)Nc1ccc2c(c1)[C@H]1C[C@H](CC(=O)NCc3cccc(F)c3)O[C@@H](CO)[C@H]1O2 do in these assays?
EBI2 block: -1.0; CXCR6 block: 5.8

What do the screens show for `CC(C)=CCn1c2ccc(NC(=O)Nc3cccnc3)cc2c(=O)n1C`?
EBI2 block: -4.9; CXCR6 block: -9.7

How did CCC1=C(Nc2ccccc2)COC1=O do in these assays?
EBI2 block: 2.4; CXCR6 block: 2.8

What do the screens show for `CCC[C@H]1CN(Cc2ccccc2)C(=O)[C@@H]1CC(=O)NC`?
EBI2 block: -7.5; CXCR6 block: -7.9

What do the screens show for `CCc1nc2ccc(C(=O)NCc3ccc(OC)cc3)cn2c1N(CCC(C)C)CCN(C)C`?
EBI2 block: -9.5; CXCR6 block: 9.3

Results for Cc1noc(C)c1-c1ccc(C(=O)NCCN2CCOCC2)c2occc12 ?
EBI2 block: 0.8; CXCR6 block: -1.4

What do the screens show for `C[C@@H]1CN([C@@H](C)CO)C(=O)CCCn2nncc2CO[C@H]1CN(C)S(=O)(=O)c1ccc(F)cc1`?
EBI2 block: -12.3; CXCR6 block: -3.4

How did O=C(COC(=O)c1cc([N+](=O)[O-])ccc1N1CCOCC1)NCc1ccccc1 do in these assays?
EBI2 block: 0.7; CXCR6 block: 12.2

What do the screens show for `CCCCc1nc2ccc(F)cc2cc1C`?
EBI2 block: -1.3; CXCR6 block: 4.2

What do the screens show for `CNC(=O)C[C@H]1C(=O)N(Cc2ccccc2)C[C@@H]1C`?
EBI2 block: 0.7; CXCR6 block: -3.6

What do the screens show for `O=C(NCc1cccs1)c1cccc2c(-c3cccnc3)coc12`?
EBI2 block: -1.0; CXCR6 block: -6.3

How did CC1(C(=O)Nc2ccc3c(c2)OCCO3)CCC(=O)N1C1CCN(Cc2ccccc2)CC1 (stereo not given) do in these assays?
EBI2 block: 0.0; CXCR6 block: -2.2

Results for Cc1c(C(=O)NCc2ccc3c(c2)OCCO3)sc(=O)n1Cc1cccc(C(F)(F)F)c1 ?
EBI2 block: 9.5; CXCR6 block: 10.2

What do the screens show for `C=CCNC(=O)CN1C(=O)CSc2ccc(S(=O)(=O)N3CCOCC3)cc21`?
EBI2 block: -3.1; CXCR6 block: -2.0

Results for C[C@@H]1CN([C@H](C)CO)S(=O)(=O)c2ccc(Br)cc2O[C@H]1CN(C)C(=O)C1CCCCC1 ?
EBI2 block: -0.7; CXCR6 block: 8.7

What do the screens show for `CC(=O)N1CCCC(C)(C(=O)Nc2cccc(OC(C)C)c2)C1` (stereo not given)?
EBI2 block: -11.4; CXCR6 block: -7.3

How did CC(=O)NCCNC(=O)C1(C)Cc2c(-c3cccc(NC(C)=O)c3)ccnc2O1 (stereo not given) do in these assays?
EBI2 block: -2.6; CXCR6 block: 0.9

Results for NC(c1csc(Nc2ccc(C(=O)NCCO)cc2)n1)C1CCCCC1 (stereo not given) ?
EBI2 block: -1.5; CXCR6 block: 5.0

Brought forward from above: 6 entries; new compounds follow.
Results for Cc1c(C(=O)NCc2ccc3c(c2)OCCO3)sc(=O)n1Cc1cccc(C(F)(F)F)c1 ?
EBI2 block: 9.5; CXCR6 block: 10.2

What do the screens show for `C=CCNC(=O)CN1C(=O)CSc2ccc(S(=O)(=O)N3CCOCC3)cc21`?
EBI2 block: -3.1; CXCR6 block: -2.0

Results for C[C@@H]1CN([C@H](C)CO)S(=O)(=O)c2ccc(Br)cc2O[C@H]1CN(C)C(=O)C1CCCCC1 ?
EBI2 block: -0.7; CXCR6 block: 8.7

What do the screens show for `CC(=O)N1CCCC(C)(C(=O)Nc2cccc(OC(C)C)c2)C1` (stereo not given)?
EBI2 block: -11.4; CXCR6 block: -7.3

How did CC(=O)NCCNC(=O)C1(C)Cc2c(-c3cccc(NC(C)=O)c3)ccnc2O1 (stereo not given) do in these assays?
EBI2 block: -2.6; CXCR6 block: 0.9

Results for NC(c1csc(Nc2ccc(C(=O)NCCO)cc2)n1)C1CCCCC1 (stereo not given) ?
EBI2 block: -1.5; CXCR6 block: 5.0

Results for O=S1(=O)N[C@@H](Cc2ccccc2)COc2ccc(Cl)cc21 ?
EBI2 block: 1.5; CXCR6 block: -5.0

How did CC(=O)N1CC2(CC(c3ccccc3C(F)(F)F)=NO2)CN1c1ccc(Cl)cc1 (stereo not given) do in these assays?
EBI2 block: 11.7; CXCR6 block: 4.1

What do the screens show for `CN(C)c1ncnc2c1ncn2[C@H]1CN(Cc2ccc(Cl)cc2)C[C@@H](CO)O1`?
EBI2 block: 25.3; CXCR6 block: -1.1

Results for COc1ccc(-c2ccc(CN3C(CC(C)C)C(=O)N(Cc4cn(CC5CCCCC5)nn4)CCS3(=O)=O)cc2)cc1 (stereo not given) ?
EBI2 block: 22.1; CXCR6 block: 8.6

What do the screens show for `CCOC(=O)[C@]12CCC=C1N(Cc1cccc3ccccc13)C(=O)[C@H](CC(=O)NCc1cccc3ccccc13)C2`?
EBI2 block: 12.7; CXCR6 block: -9.7

What do the screens show for `CCOC(=O)c1cc(-c2ccc(N3C(c4ccsc4)=Cc4ccccc4C3CC(C)=O)cc2)cc([N+](=O)[O-])c1` (stereo not given)?
EBI2 block: -12.1; CXCR6 block: -12.6

What do the screens show for `COc1cccc(OCc2ccc(Cn3nc(NC(=O)NCCc4ccc(OC)c(OC)c4)c4ccccc43)cc2)c1`?
EBI2 block: 9.5; CXCR6 block: 2.7

How did CSc1ccccc1NC(=O)C1(C)CCN1C(=O)CCC1CCCC1 (stereo not given) do in these assays?
EBI2 block: 1.4; CXCR6 block: 5.7

What do the screens show for `Cc1cc(-c2ccncc2)n2ncc(-c3ccccc3)c2n1`?
EBI2 block: 1.4; CXCR6 block: 5.5

Results for COc1ccc2oc(-c3ccccc3)cc(=O)c2c1 ?
EBI2 block: 9.5; CXCR6 block: -5.2

Results for COc1ccc(S(=O)(=O)N2CCCCC2c2cc(C(=O)NCc3ccc(F)cc3)no2)cc1 (stereo not given) ?
EBI2 block: 4.9; CXCR6 block: 3.7

What do the screens show for `COc1ccc(OC)c(CN2C(=O)c3ccccc3C2c2nnnn2C2CCCC2)c1` (stereo not given)?
EBI2 block: -8.9; CXCR6 block: -4.0

What do the screens show for `COc1ccc(NC(=O)c2cc(-c3ccc(F)cc3OC)n[nH]2)cc1OC`?
EBI2 block: 5.8; CXCR6 block: 1.3

How did COc1ccc(Nc2c(CC(C)C)nc3nc(C)cc(C)n23)cc1 do in these assays?
EBI2 block: -2.4; CXCR6 block: 9.1

What do the screens show for `Cn1ccc2c(-c3ccc(CO)cc3)cc3c(c21)C1CCC3O1` (stereo not given)?
EBI2 block: 15.8; CXCR6 block: -4.9

What do the screens show for `CC1(C)CC2(OC2c2ccccc2)C(=O)c2ccccc21` (stereo not given)?
EBI2 block: 16.6; CXCR6 block: 6.6

How did COc1ccc(CCNC(=O)CN(c2ccccc2)S(=O)(=O)c2ccccc2)cc1 do in these assays?
EBI2 block: -2.0; CXCR6 block: -0.1

How did Cc1ccc(Cc2c(-c3ccco3)nc3ccc(Br)cn23)cc1 do in these assays?
EBI2 block: 5.8; CXCR6 block: 1.4

How did COc1ccc(CCNC(=O)C(=O)c2cn(CC(=O)N3CCCC3)c3ccccc23)cc1 do in these assays?
EBI2 block: 13.8; CXCR6 block: 4.0

How did CC(=O)Nc1ccc(C(=O)N2CCCCC2c2cc(C(=O)Nc3cccc4c3CCCC4)no2)cc1 (stereo not given) do in these assays?
EBI2 block: 3.9; CXCR6 block: -10.4

How did CCNC(=O)C1(C)CCN(C(=O)c2ccc(C(=O)OC)cc2)C1 (stereo not given) do in these assays?
EBI2 block: -6.1; CXCR6 block: -7.5

How did O=C(O)c1[nH]c(-c2ccccc2)c2c1C(=O)N(C1CC1)C2=O do in these assays?
EBI2 block: 0.9; CXCR6 block: -4.4

How did COc1cc(NC(=O)c2sc3ncn(CC(=O)N4CCCCC4C)c(=O)c3c2C)cc(OC)c1OC (stereo not given) do in these assays?
EBI2 block: -3.0; CXCR6 block: 6.8

How did CC1=C(C(=O)N(C)C)CC(CC(=O)NCc2ccco2)C(=O)N1CCC1=CCCCC1 (stereo not given) do in these assays?
EBI2 block: -5.4; CXCR6 block: -4.5

How did C[C@H](CO)N1C[C@H](C)[C@@H](CN(C)Cc2ccc(-c3ccccc3)cc2)OCc2cnnn2CCCC1=O do in these assays?
EBI2 block: 1.3; CXCR6 block: -2.6

What do the screens show for `CCc1ccc([C@H]2C[C@H]3[C@H]4C(=O)N(c5ccccc5)C(=O)[C@H]4CC(=O)[C@@H]3CN2S(=O)(=O)c2ccc(C)cc2)cc1`?
EBI2 block: -7.9; CXCR6 block: 1.6

What do the screens show for `O=C(CS(=O)(=O)Cc1ccccc1)c1ccccc1`?
EBI2 block: 15.6; CXCR6 block: 4.6

Results for Cc1ccc(-c2nc3ccc(C)cn3c2Cc2cccc(Cl)c2)cc1 ?
EBI2 block: 34.6; CXCR6 block: 30.6

What do the screens show for `Cn1c(N)c(C(=O)CN2CCN(S(=O)(=O)c3ccccc3C#N)CC2)c(=O)n(C)c1=O`?
EBI2 block: 3.6; CXCR6 block: 2.2

How did Cc1cc(F)ccc1-c1cc(C(=O)NCc2ccc(C(F)(F)F)cc2)[nH]n1 do in these assays?
EBI2 block: 10.9; CXCR6 block: -16.1

Results for CC(=O)NC(c1cccc(F)c1)c1nc(-c2ccc(C)c(C)c2)cs1 (stereo not given) ?
EBI2 block: 4.7; CXCR6 block: 8.1

How did Cc1noc(C)c1NC(=O)N(C)C[C@@H]1Oc2cc(Br)ccc2S(=O)(=O)N([C@H](C)CO)C[C@@H]1C do in these assays?
EBI2 block: 2.8; CXCR6 block: 5.2

Results for OCCN1CCN(c2ncnc3c2ncn3[C@H]2CN(Cc3ccc(-c4ccccc4)cc3)C[C@@H](CO)O2)CC1 ?
EBI2 block: -7.5; CXCR6 block: 4.0

How did Cc1ccc(S(=O)(=O)N(C)C)cc1NC(=O)C(C)OC(=O)CC1CC2CCC1C2 (stereo not given) do in these assays?
EBI2 block: -1.5; CXCR6 block: 2.8

How did O=C1NC[C@@H](CCCCN2CCN(Cc3ccccc3)C(=O)C2=O)N(CC2CCCCC2)C1=O do in these assays?
EBI2 block: -4.0; CXCR6 block: 2.8

What do the screens show for `CN(C)c1ccc(CC(=O)N2CCCC(c3cc(C(=O)Nc4ccc(F)c(Cl)c4)no3)C2)cc1` (stereo not given)?
EBI2 block: 15.7; CXCR6 block: -7.4

Results for C[C@H](CO)N1C[C@H](C)[C@@H](CN(C)Cc2ccc(Oc3ccccc3)cc2)Oc2cc(Br)ccc2S1(=O)=O ?
EBI2 block: 7.8; CXCR6 block: -0.7

Results for CC1C(=O)N(Cc2cn(CCC3OCCO3)nn2)CCS(=O)(=O)N1Cc1ccc(-c2ccc(F)cc2)cc1 (stereo not given) ?
EBI2 block: 8.2; CXCR6 block: -5.9

Results for O=C(Nc1ccc(F)c(Cl)c1)c1cc(C2CCCCN2C(=O)CCc2ccccc2)on1 (stereo not given) ?
EBI2 block: 16.0; CXCR6 block: 1.0

Results for COc1ccccc1C(=O)Nc1ccnn1C1CCN(C2CCCCC2)CC1 ?
EBI2 block: -4.4; CXCR6 block: 0.2

What do the screens show for `C[C@@H]1CN([C@H](C)CO)C(=O)CCCn2cc(nn2)CO[C@H]1CN(C)S(C)(=O)=O`?
EBI2 block: -4.2; CXCR6 block: -8.9

How did COc1ccc(S(=O)(=O)N2CCC(C(=O)N[C@@H](C)C(=O)N3CCCC3)CC2)cc1 do in these assays?
EBI2 block: -1.4; CXCR6 block: -2.1

What do the screens show for `CN1CCN(c2ccc(CNC(=O)C3(C)Cc4c(-c5ccccc5)ccnc4O3)cc2)CC1` (stereo not given)?
EBI2 block: 1.5; CXCR6 block: 3.5

Results for O=C1CCC(OCc2ccccc2)CCN1[C@H](CSc1ccccc1)Cc1ccccc1 (stereo not given in full) ?
EBI2 block: 12.8; CXCR6 block: 24.4

What do the screens show for `CC1(c2nnnn2Cc2ccccc2)CCC(=O)N1CC1CCCCC1` (stereo not given)?
EBI2 block: 2.1; CXCR6 block: -5.1

Results for CC1(C(=O)NS(=O)(=O)c2cccc(C#N)c2)CCN1C(=O)c1cccc2ccccc12 (stereo not given) ?
EBI2 block: -4.2; CXCR6 block: 4.0

Results for CCNC(=O)C1(C)CCN(C(=O)C(c2ccccc2)c2ccccc2)C1 (stereo not given) ?
EBI2 block: -6.5; CXCR6 block: 3.7

How did CNC[C@@H]1Oc2cc(Br)ccc2S(=O)(=O)N([C@@H](C)CO)C[C@@H]1C do in these assays?
EBI2 block: 2.7; CXCR6 block: 1.0

Results for CCNC(=S)Nc1ccc2c(c1)c(=O)n(C)n2Cc1ccc(Cl)cc1 ?
EBI2 block: -6.6; CXCR6 block: 4.8

How did O=C(O)C(CCc1ccccc1)N1CCOCC1 (stereo not given) do in these assays?
EBI2 block: -10.0; CXCR6 block: -4.0

Results for C#CCNC(=O)C[C@@H]1C[C@@]2(C(=O)OC)CCCCC=C2N(CCC2=CCCCC2)C1=O ?
EBI2 block: 3.2; CXCR6 block: -2.4

Results for CCCN(CCC)Cc1cc(=O)oc2cc(C)ccc12 ?
EBI2 block: 2.3; CXCR6 block: -3.0

How did CCOc1ccc(CCNC(=O)COC(=O)c2ccc(C)c(S(=O)(=O)N3CCOCC3)c2)cc1OCC do in these assays?
EBI2 block: -5.5; CXCR6 block: -1.3

How did CC(C)CCC(=O)Nc1cc(S(=O)(=O)N2CCOCC2)ccc1N1CCCC1 do in these assays?
EBI2 block: 3.5; CXCR6 block: -0.6
